Source: PubChem
HPDE-C7 cytotoxicity = HPDE-C7 pancreatic duct cell viability loss – fluorescence, HTS (AID 430); HPDE-C7 pancreatic duct cells viability, fluorescence; higher % means a stronger effect; one-dose cytotoxicity, % at 10 µM; EC50 in µM for titrated hits; 1.8% of 63,000 active;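 further: cells exposed to compound for 48 hours before viability readout; 0% = vehicle and 100% = reference cytotoxic drug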
DPM-DC inhibit = inhibitors of Streptococcus pneumoniae diphosphomevalonate decarboxylase | 0.49% of 65,000 active | calls only at 10 µM | purified DPM-DC, PK/LDH coupled NADH fluorescence;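 active means the 320 compounds with the highest percent inhibition in the single-dose primary screen, excluding strongly autofluorescent ones, cut at about 32% in these data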;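 further: kinetic rate of NADH fluorescence loss reporting ADP formed by the decarboxylase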
Spn PMK inh = S. pneumoniae PMK inhibition; AID 539; inhibition, % at 10 µM; purified PMK, PK/LDH-coupled NADH absorbance 340 nm; 0.49% of 65,000 active;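 active means top-ranked compounds by inhibition in the single 10 µM screen, taking a fixed number of the strongest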;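 further: 0% = full reaction with DMSO carrier and 100% = background rate without enzyme reaction; no value below 0 was filed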
HT1080 cytotoxicity = HT1080 cell viability loss – fluorescence readout (AID 620) | HT1080 viability, fluorescence; higher % means a stronger effect | cytotoxicity, % at 10 µM, or EC50 in µM where a hit was titrated | 0.42% of 87,000 active;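 further: cells exposed to compound overnight then 4 h with Alamar Blue; 0% = vehicle DMSO and 100% = killing control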
Alkaline phosphatase = human TNAP enzyme inhibitors, biochemical, luminescent (AID 518); purified TNAP enzyme, luminescent substrate readout; higher % means a stronger effect; inhibition, % at 20 µM; hits with a dose series show IC50 in µM; 0.09% of 64,000 active; in the data active means a potency from the dose series; inactive means the rest, 99 in 100 with inhibition below about 22%;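 further: plate controls were vehicle for no effect and reference inhibitor for full effect; many of its hits are not listed in these tables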
MK inhibit = inhibitors of Streptococcus pneumoniae mevalonate kinase. inhibition, % at 10 µM. purified MK, PK/LDH-coupled NADH absorbance 340 nm. 0.48% of 65,000 active;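 active means ranked among the strongest by inhibition in the single 10 µM screen, a fixed top-ranked set picked for dose follow-up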; further: no value below 0 was filed
KRASV12 cytotoxicity = viability loss of HPDE-C7K cells – cell-based, fluorescence, HTS, primary screen (AID 431) | cytotoxicity, % at 10 µM; hits with a dose series show EC50 in µM | 1.7% of 63,000 active | HPDE-C7K KRASV12 cells, Alamar Blue viability, 48 h; higher % means a stronger effect;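 active means compounds whose percent cytotoxicity in the single-dose primary screen, scaled between solvent and toxic-drug controls, exceeds 50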;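 further: 0% = DMSO solvent wells and 100% = doxorubicin-treated wells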
Bfl-1 inhibitors = displacement of Bid BH3 peptide from Bfl-1 – biochemical, fluorescence polarization, FITC-Bid, mouse, primary screen (AID 432). 0.02% of 64,000 active. displacement, % at 20 µM; hits with a dose series show IC50 in µM. FITC-Bid BH3 peptide fluorescence polarization displacement; higher % means a stronger effect; in the data active means a potency from the dose series; inactive means the rest, 99 in 100 with displacement below about 15%; further: strong numbers were not always called active
LYP inhibition = inhibition of human PTPN22 tyrosine phosphatase – biochemical, DiFMUP fluorescence, recombinant catalytic domain, 10 µM, primary screen (AID 606); 52,000 tested, under 10 active; inhibition, % at 10 µM; hits with a dose series show IC50 in µM; recombinant LYP catalytic domain, DiFMUP fluorescence; higher % means a stronger effect;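 active means IC50 under 40 µM in the dose-response test; inactive means IC50 of 40 µM or more, or never dose-tested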
Spn PMK inh pilot replicates = second read-out of Spn PMK inh, no call of its own (marks repeat the call); inhibition, %; measured here: pilot screen replicates
MK inhibit pilot replicates = recorded beside MK inhibit, whose call it bears; inhibition, %; measured here: pilot screen replicates
DPM-DC inhibit pilot screen % = second read-out of DPM-DC inhibit, no call of its own (marks repeat the call); inhibition, %; measured here: pilot screen trials
An asterisk follows results filed as active; i = inactive; / = not tested or not shown. Unless noted, no stated cut-off is given here; in the data, active means cytotoxicity above about 50%; inactive means the rest. The order is random. About 3.5% of those tested had a hit in this group.

SMILES	HPDE-C7 cytotoxicity	DPM-DC inhibit	Spn PMK inh	HT1080 cytotoxicity	Alkaline phosphatase	MK inhibit	KRASV12 cytotoxicity	Bfl-1 inhibitors	LYP inhibition	others
CC1CCCC(C)N1CCCNC(=O)Cn1cc2c(n1)CCCC2 (stereo not given)	-4%	i	16	-1%	15%	6	5%	1%	14%
Nc1cc(S(=O)(=O)C(F)(F)F)ccc1C(=O)O	-7%	i	0	-16%	4%	0	-15%	0%	2%
CCOc1ccc2nc(SCC(=O)c3cccs3)sc2c1	3%	i	0	9%	16%	6	-4%	-5%	16%
C/C=C/CSc1nc2c(c(=O)[nH]c(=O)n2C)n1C(C)C	-9%	i	11	-8%	12%	8	-11%	-8%	3%
O=C(Nc1ccc(S(=O)(=O)N2CCCCC2)cc1)c1ccncc1	3%	i	22	-2%	12%	8	-7%	-3%	-2%
CC(C)C(=O)Nc1nnc(SCC(=O)NCc2cccs2)s1	-13%	i	8	2%	3%	9	-12%	-2%	1%
O=C(c1ccc(F)cc1)C1CCN(C(=O)NCc2ccccc2)CC1	-20%	i	4	10%	10%	0	3%	-9%	14%
O=C(CN(c1ccccc1F)S(=O)(=O)c1ccccc1)N1CCCCCC1	1%	i	0	/	6%	8	5%	-1%	-12%
COc1ccc(C(=O)NCC(C)CN(C)C)cc1 (stereo not given)	-2%	i	8	1%	16%	13	12%	-1%	-2%
CCOC(=O)c1cc(NC(=O)c2cccnc2)cc(C(=O)OCC)c1	6%	i	8	9%	6%	8	-4%	-6%	3%
Cc1cc2c(c(N3CCOCC3)n1)C(=O)OC2	-2%	i	0	7%	1%	6	-6%	2%	/
O=C(c1cn(-c2ccccc2)nc1-c1cccs1)N1CCN(c2ccccn2)CC1	-18%	i	11	-1%	0%	4	-16%	-2%	-9%	Spn PMK inh pilot replicates=0.5;MK inhibit pilot replicates=1.0;DPM-DC inhibit pilot screen %=0.0
CCOC(=O)N1CCC(C(=O)Nc2ccc(OCC)cc2)CC1	-6%	i	0	-3%	4%	4	3%	-2%	4%
CC(C)N1C(=O)CCC1C(=O)NCc1ccccc1Cl (stereo not given)	1%	i	11	0%	0%	7	-14%	-9%	/
O=C(Nc1cccc(NC(=O)N2CCN(c3ccccc3)CC2)c1)N1CCN(c2ccccc2)CC1	56%*	i	11	-5%	10%	4	61%*	1%	/
COc1ccc(-c2nnc3sc(-c4cccs4)nn23)cc1OC	20%	i	12	7%	6%	16	12%	-4%	12%
O=C(CCCCCN1C(=O)CCC1=O)Nc1ccc2c(c1)OCCO2	-4%	i	4	3%	10%	5	-11%	-6%	7%
Cc1cc(NC(=O)Cn2c(=O)n(Cc3ccccc3)c(=O)c3ccccc32)no1	7%	i	17	3%	6%	1	7%	4%	/
CCCOc1ccc2ccccc2c1/C=N/n1cnnc1	-16%	i	i	18%	12%	10	12%	11%	7%	Spn PMK inh pilot replicates=3.0;MK inhibit pilot replicates=0.0;DPM-DC inhibit pilot screen %=0.0
COc1cc(S(=O)(=O)N2CCN(c3ccccc3)CC2)ccc1Cl	-13%	i	22	-5%	5%	11	-19%	-2%	-6%
COc1ccc(C2=Nn3c(nnc3-c3ccccn3)SC2)cc1	47%	i	8	6%	8%	5	44%	0%	11%
CCCC(c1nnnn1C1CCCC1)N1CCN(c2ccccc2F)CC1 (stereo not given)	-28%	i	11	-21%	2%	0	-29%	-5%	11%
O=C(O)c1ccc(-n2c(-c3ccccc3)n[nH]c2=S)cc1	-8%	i	5	-6%	8%	14	-8%	-6%	9%
Cc1cccc(C)c1N(CC(=O)Nc1cccc(N(C)S(C)(=O)=O)c1)S(C)(=O)=O	-6%	i	19	2%	10%	4	-7%	2%	8%
Cc1ccc(S(=O)(=O)NC(=O)COc2ccccc2C(N)=O)cc1	5%	i	2	-3%	5%	11	6%	-4%	3%
C(=C\c1ccccc1)/CSc1nnc(-c2cccnc2)o1	-6%	i	0	-5%	6%	0	-8%	2%	9%
O=C(O)CSc1nnc(-c2ccncc2)n1C1CCCCC1	-2%	i	8	8%	14%	12	-3%	-4%	-11%
CCOC(=O)C1CCN(Cc2cn[nH]c2-c2ccccc2)CC1	1%	/	12	6%	0%	7	2%	-4%	/
CCOC(=O)C1CCCN(C(=O)C2CCN(S(=O)(=O)c3cnc[nH]3)CC2)C1 (stereo not given)	-4%	i	15	4%	-4%	1	-12%	-8%	/
COc1cccc(-c2nnc3sc(-c4ccc(C)cc4)nn23)c1	42%	i	10	3%	18%	0	33%	-5%	4%	Spn PMK inh pilot replicates=3.5;MK inhibit pilot replicates=0.0;DPM-DC inhibit pilot screen %=3.0
CCOC(=O)Nc1cc(Br)c2c(c1)OCCO2	-17%	i	13	5%	-10%	2	-8%	-14%	6%
O=C(CSc1nnc(-c2ccc(NS(=O)(=O)c3ccccc3)cc2)o1)NCC1CCCO1 (stereo not given)	-17%	i	18	-4%	6%	0	-21%	-2%	/
O=C(COC(=O)c1cc(S(=O)(=O)N2CCOCC2)cs1)c1ccccc1	-36%	i	5	6%	10%	0	-10%	4%	7%	Spn PMK inh pilot replicates=3.0;MK inhibit pilot replicates=1.0;DPM-DC inhibit pilot screen %=2.5
Cc1ccccc1OCC1CN(CN2CCOCC2)C(=O)O1 (stereo not given)	-16%	i	0	-5%	3%	5	-10%	-1%	3%
CCCOC(=O)CSC1=C(C#N)C(c2ccccc2Cl)CC(=O)N1 (stereo not given)	-11%	i	11	2%	15%	12	-5%	-6%	7%
O=C(CCC1CCCC1)N1CCC(N2CCN(c3ccccc3)CC2)CC1	22%	i	0	4%	9%	35	14%	0%	20%
N#CCCn1c(SCC(=O)N2CCN(S(=O)(=O)c3ccccc3)CC2)nc2ccccc21	-2%	i	10	-17%	2%	0	1%	-1%	9%
O=C(O)c1cccc(COCC(F)(F)C(F)F)c1	4%	i	0	1%	14%	2	5%	-8%	0%	Spn PMK inh pilot replicates=1.5;MK inhibit pilot replicates=0.0;DPM-DC inhibit pilot screen %=0.0
COc1ccc2oc(=O)c(C(=O)N3CCN(c4ccccc4)CC3)cc2c1	3%	i	19	10%	12%	0	-9%	-8%	-1%
COC(=O)c1ccsc1NC(=O)CSc1nnnn1-c1ccccc1SC	/	i	1	-6%	11%	11	/	-5%	11%
COc1ccc(-n2c(SCC#N)nnc2-c2ccc(NS(=O)(=O)c3ccc(C)cc3)cc2)cc1	20%	i	0	0%	2%	7	-7%	-3%	5%
O=C(NCc1ccc2c(c1)OCO2)C1CCN(Cc2cnn(-c3ccccc3)c2-n2cccc2)CC1	-8%	i	18	/	-1%	2	-8%	-6%	/
Cc1cc(C)c(C(=O)Nc2ccc(S(=O)(=O)Nc3onc(C)c3C)cc2)c(C)c1	9%	i	4	-1%	9%	3	13%	-4%	37%	Spn PMK inh pilot replicates=4.0;MK inhibit pilot replicates=1.0;DPM-DC inhibit pilot screen %=1.0
CCOc1ccc(C2C(C(=O)OC)=C(C)N=C3SCCC(=O)N32)cc1OCC (stereo not given)	-22%	i	11	-1%	5%	10	-15%	-20%	5%
CCOc1cc(CNn2cnnc2)ccc1OCC(=O)NC1CCCCC1	-2%	i	4	20%	9%	24	-20%	0%	4%

As a working copy, 4 of the compounds above:
SMILES	HPDE-C7 cytotoxicity	DPM-DC inhibit	Spn PMK inh	HT1080 cytotoxicity	Alkaline phosphatase	MK inhibit	KRASV12 cytotoxicity	Bfl-1 inhibitors	LYP inhibition	others
O=C(NCc1ccc2c(c1)OCO2)C1CCN(Cc2cnn(-c3ccccc3)c2-n2cccc2)CC1	-8%	i	18	/	-1%	2	-8%	-6%	/
Cc1cc(C)c(C(=O)Nc2ccc(S(=O)(=O)Nc3onc(C)c3C)cc2)c(C)c1	9%	i	4	-1%	9%	3	13%	-4%	37%	Spn PMK inh pilot replicates=4.0;MK inhibit pilot replicates=1.0;DPM-DC inhibit pilot screen %=1.0
CCOc1ccc(C2C(C(=O)OC)=C(C)N=C3SCCC(=O)N32)cc1OCC (stereo not given)	-22%	i	11	-1%	5%	10	-15%	-20%	5%
CCOc1cc(CNn2cnnc2)ccc1OCC(=O)NC1CCCCC1	-2%	i	4	20%	9%	24	-20%	0%	4%

2 entries picked at random from the list so far, as already listed:
SMILES	HPDE-C7 cytotoxicity	DPM-DC inhibit	Spn PMK inh	HT1080 cytotoxicity	Alkaline phosphatase	MK inhibit	KRASV12 cytotoxicity	Bfl-1 inhibitors	LYP inhibition	others
O=C(NCc1ccc2c(c1)OCO2)C1CCN(Cc2cnn(-c3ccccc3)c2-n2cccc2)CC1	-8%	i	18	/	-1%	2	-8%	-6%	/
O=C(O)c1cccc(COCC(F)(F)C(F)F)c1	4%	i	0	1%	14%	2	5%	-8%	0%	Spn PMK inh pilot replicates=1.5;MK inhibit pilot replicates=0.0;DPM-DC inhibit pilot screen %=0.0

Other structures:
SMILES	HPDE-C7 cytotoxicity	DPM-DC inhibit	Spn PMK inh	HT1080 cytotoxicity	Alkaline phosphatase	MK inhibit	KRASV12 cytotoxicity	Bfl-1 inhibitors	LYP inhibition	others
CCC(C)(C)n1nnnc1CN(Cc1cccs1)Cc1cc2cc(OC)ccc2[nH]c1=O	5%	i	8	-1%	14%	9	10%	1%	4%
CCN1CCN(c2ncc(C(=O)N3CCCc4ccccc43)c3ccccc23)CC1	-18%	i	18	7%	2%	11	-8%	-4%	12%
O=C(NCCN1CCOCC1)c1cc(-c2ccc(Cl)cc2)on1	-3%	i	15	-3%	3%	3	6%	2%	4%
O=C(C1CCC1)N1CCc2cc(S(=O)(=O)N3CCc4ccccc4C3)ccc21	-4%	i	0	12%	11%	4	12%	-6%	-11%	Spn PMK inh pilot replicates=2.0;MK inhibit pilot replicates=0.0;DPM-DC inhibit pilot screen %=0.0
Cn1c(=O)c2c(nc(CN3CCN(C(=O)c4ccco4)CC3)n2Cc2ccccc2F)n(C)c1=O	-12%	i	17	-2%	7%	6	2%	1%	9%
Cc1[nH]n2c(=O)c3c(nc2c1-c1ccccc1)CCCC3	2%	i	9	-9%	8%	3	-10%	-4%	3%
Cc1[nH]n2c(=O)c3c(nc2c1-c1ccc(Cl)cc1)CCC3	19%	i	0	4%	2%	0	10%	-6%	1%
N#Cc1c[nH]n2c(=O)cc(Cc3ccccc3)nc12	0%	i	0	0%	6%	3	5%	-10%	11%

Arranged by SMILES length (ascending): some entries from above.
SMILES	HPDE-C7 cytotoxicity	DPM-DC inhibit	Spn PMK inh	HT1080 cytotoxicity	Alkaline phosphatase	MK inhibit	KRASV12 cytotoxicity	Bfl-1 inhibitors	LYP inhibition	others
C(=C\c1ccccc1)/CSc1nnc(-c2cccnc2)o1	-6%	i	0	-5%	6%	0	-8%	2%	9%
O=C(CCCCCN1C(=O)CCC1=O)Nc1ccc2c(c1)OCCO2	-4%	i	4	3%	10%	5	-11%	-6%	7%
COc1ccc(-n2c(SCC#N)nnc2-c2ccc(NS(=O)(=O)c3ccc(C)cc3)cc2)cc1	20%	i	0	0%	2%	7	-7%	-3%	5%
